Compound activity as filed in PubChem BioAssay.
E coli growth: E. coli V3065 growth inhibition, primary screen, counter-screen for AddAB inhibitor project, absorbance, OD600; 18 h; inhibition, % at 11.9 µM; 330,000 compounds, 0.27% hits; AID 449728, 2010;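 active = inhibition above the campaign's mean inhibition across all tested compounds plus 3 SD, cut at about 9.9% in these data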;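 note: uninfected addAB+ strain grown without phage in ampicillin broth; 0% = DMSO wells and 100% = ciprofloxacin 0.95 µg/ml wells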
AddAB inh: growth inhibition of E. coli expressing H. pylori AddAB, primary screen, AddAB inhibitor project, absorbance; inhibition, % at 11.9 µM; 330,000 compounds, 0.29% hits; in the data active = inhibition above about 12%;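 note: 0% = vehicle wells of infected cells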
SUMO Mot1 rescue: yeast Mot1-301 growth rescue at high temperature, primary screen, SUMOylation pathway inhibitor project, S. cerevisiae, ATP luminescence, 38.5C | AID 2716, 2010 | S. cerevisiae Mot1-301 growth rescue; percent above DMSO median, 100 means doubled | growth rescue, % at 18.8 µM | 320,000 compounds, 1% hits;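 active = every valid replicate shows activation above 250% relative to neutral control wells; inactive = the rest, any valid replicate at or below 250%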;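 note: OY570 slx delta 5 strain wells were the positive control but not used for scaling; some compounds called inactive have numbers as strong as hits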
Starred values were filed as active, the others as inactive. An excerpt; the hit share may differ from the screen's.

SMILES	E coli growth	AddAB inh	SUMO Mot1 rescue
Cc1cc(-c2ccccc2)nc2c(Br)c(C(=O)O)nn12	-1.8	0.6	5
COC(=O)c1sc2ncn(N)c(=O)c2c1C	0.8	-0.3	70
O=C(Cn1c(=O)c(=O)n(Cc2ccccc2)c2ccc(Cl)cc21)Nc1cc(F)ccc1F	-2.5	-0.8	-14
CCCC[C@@H]1C[C@H]1[C@@H](NC(=O)c1ccco1)c1ccccc1C(F)(F)F	-1.5	-1.0	39
CC(=O)Nc1ccc(Nc2ncnc3ccccc23)cc1	0.0	2.9	-14
Cc1cc(C)c(S(=O)(=O)Nc2cc(SCC(=O)O)c(O)c3ccccc23)cc1C	-0.8	0.2	34
O=C(CNC1CCCCCC1)Nc1ccc(N2CCCC2)cc1	-0.9	-1.0	-12
Brc1cccc(/C=N/Nc2nc(N3CCCCC3)nc(N3CCCCC3)n2)c1	3.7	1.1	7
N#CCOc1ccc2oc(-c3ccco3)cc(=O)c2c1	1.1	1.4	-4
COc1ccc(CNC(=O)c2ccc(N3CCC4(CC3)CC(c3ccc(Cl)cc3)=NO4)c(N)c2)cc1	-2.2	1.8	2
CC(=O)OC[C@H]1O[C@H](C/C=N/OC[C@@H](O)[C@H]2O[C@@H]3OC(C)(C)O[C@@H]3[C@H]2O)C=C[C@@H]1OC(C)=O	2.0	3.7	1
O=C(CCl)c1ccc2c(c1)CCN2C(=O)C1CC1	0.2	1.8	29
CCN1C(=O)/C(=c2\s/c(=C3\Sc4ccccc4N3C)c(=O)n2C)N(C)C1=S	0.8	6.8	187
COC(=O)C(C#N)c1nc2ccccc2nc1N1CCN(Cc2ccc3c(c2)OCO3)CC1 (centres undefined)	0.9	1.6	19
Cc1cc(C(=O)NCC23CC4CC(CC(C4)C2)C3)c(C)o1	0.4	1.0	-2
CC1(C)CC[C@@]23CC[C@]4(C)[C@@](OC2=O)(C3C1)[C@H]1O[C@H]1C1[C@@]2(C)CC[C@H](O)C(C)(C)C2CC[C@]14C (some centres undefined)	0.2	1.3	-19
CCOC(=O)N1CCC(NC(=O)c2ccc3c(c2)sc2nc(-c4ccc(OC)cc4)cn23)CC1	-0.2	2.0	4
Fc1ccccc1/C=N/Nc1nc(-c2ccccn2)nc2ccccc12	-0.2	3.2	-12
CCCCC(=O)O	-1.7	2.5	-20
CC1(OC(=O)c2cnc3ccccc3n2)C(=O)C=C2C=C(c3ccc(C#N)cc3)OC=C2C1=O (centres undefined)	-3.6	2.3	418
CC(=O)Cc1nnn(-c2cc(C)on2)n1	1.1	1.3	2
CC1=NNC(=O)C1C(c1ccccc1)C1C(=O)NN=C1C (centres undefined)	-3.9	-2.3	12
COc1ccc2cc(/C=N/NC(=O)CN(c3ccccc3)S(=O)(=O)c3ccccc3)c(Cl)nc2c1	3.0	-1.6	5
CC(=O)Nc1ccc(OS(=O)(=O)c2ccc(C(C)(C)C)cc2)cc1	-0.7	-1.3	166
Cc1sc2ncnc(SCC(=O)c3ccc(Cl)s3)c2c1C	1.6	3.5	-16
CCC/C(=N/Nc1ccc(Cl)cc1)c1cnnc(-c2ccccc2)n1	-1.8	1.4	17
Cc1ccccc1C1C(C#N)=C2NC(=O)c3c(sc4c3CCCCC4)N2C2=C1C(=O)CC(C)(C)C2 (centres undefined)	0.5	2.2	-9
O=c1oc2cc([N+](=O)[O-])ccc2nc1/C=C(O)/C=C/c1ccccc1	-1.1	0.8	44
CC1(C)Cc2c(sc(NC(=O)c3ccco3)c2C#N)C(C)(C)N1	0.6	2.7	-23
CCCCCCCc1ccc(C2NC(=S)NC3=C2C(=O)c2ccccc23)cc1 (centres undefined)	-0.3	4.9	-12
COc1ccc2c(c1)n([O-])c1c([n+]2=O)CCC1	-1.3	-0.8	-10
COc1ccc(NC(=S)Nc2ccc(C)c(S(=O)(=O)N3CCCCC3)c2)cc1	2.6	0.5	3
Nc1ccc(O)c2ccccc12	-1.9	-1.9	-2
C=C(NC(=O)C(=C)NC(=O)c1csc(C2=NC3c4csc(n4)C4NC(=O)c5csc(n5)C([C@@](C)(O)C(C)O)NC(=O)C5CSC(=N5)/C(=C\C)NC(=O)C(C(C)O)NC(=O)c5csc(n5)[C@]3(CC2)NC(=O)C(C)NC(=O)C(=C)NC(=O)C(C)NC(=O)C(C(C)CC)NC2C=Cc3c(C(C)O)cc(nc3C2O)C(=O)OC4C)n1)C(N)=O (some centres undefined)	-0.9	-4.1	11
Clc1cc(Cl)cc(C2=NCCC(c3ccccc3)O2)c1 (centres undefined)	-0.5	1.1	15
COC(=O)[C@@H]1CC[C@H](C)[C@@H](c2ccc(C)cc2)N1C(=O)c1ccc(/C=N/O[C@@H](C)c2cn([C@H](CO)Cc3ccccc3)nn2)cc1	-3.1	1.4	-10

Limited to SUMO Mot1 rescue, for some of the entries so far:
SMILES	SUMO Mot1 rescue
CCC/C(=N/Nc1ccc(Cl)cc1)c1cnnc(-c2ccccc2)n1	17
Cc1ccccc1C1C(C#N)=C2NC(=O)c3c(sc4c3CCCCC4)N2C2=C1C(=O)CC(C)(C)C2 (centres undefined)	-9

The list goes on.
SMILES	E coli growth	AddAB inh	SUMO Mot1 rescue
CCc1ccc(-c2cc(C(=O)NCCCn3ccnc3)c3ccccc3n2)s1	-0.6	1.0	-5
C=CCc1cccc([C@@H]2[C@@H](C)CC[C@H]3C(=O)N4[C@@H](c5cc(OC)c(OC)c(OC)c5)c5[nH]c6ccccc6c5C[C@H]4C(=O)N23)c1	-1.0	4.8	-5
CCn1cc(C(=O)O)c(=O)c2cc3c(cc21)OCO3	97*	97*	-15
CCN1CCC[C@H]1CNC(=O)c1cc(S(N)(=O)=O)ccc1OC	0.4	2.2	14
Nc1nc2nc(SCC(=O)N3CCCc4ccccc43)[nH]c2c(=O)[nH]1	1.4	0.5	10
C#CCOCCOCCOCCNc1nc(N2CCN(C(=O)CCCCCCCCCCNC(=O)[C@@H](CCSC)n3cc(CCO)nn3)CC2)nc(N2CCN(C(=O)CCCCCCCCCCNC(=O)[C@H]([C@@H](C)CC)n3cc(CCCCCN)nn3)CC2)n1	-0.5	1.6	-23
O=C(O)COc1ccc(Cl)cc1CO	-1.2	3.0	2
CCCCn1c(=O)c(CCC(=O)OCC(=O)Nc2ccc(C)c(Cl)c2)nc2ccccc21	2.7	2.3	-8
CC(=O)OC[C@H]1O[C@@H](O/N=C/C[C@@H]2C=C[C@H](OC(C)=O)[C@@H](COC(C)=O)O2)[C@H](OC(C)=O)[C@@H](OC(C)=O)[C@@H]1OC(C)=O	0.5	3.2	4
CC(=O)c1cnc(Nc2nc(C)c3ccccc3n2)nc1C	-0.4	0.5	13
COc1ccc(-c2cc(OC(=O)c3ccc(F)cc3)c3c(C)oc(C)c3c(=O)c2)cc1	0.5	0.1	-1
CC(=O)N1c2ccc(N=Cc3cc(Br)cc(Br)c3O)cc2CC1C (centres undefined)	0.8	0.6	212
CCOCC(=O)Nc1c(C)n(C)n(-c2ccccc2)c1=O	1.7	3.4	37
Cc1nc(NC(=O)c2ccccc2)sc1-c1csc(Nc2cccc(F)c2)n1	-1.2	-0.8	-29
Cc1cc(C)c2[nH]c(O)c(N=NC(=O)c3cc4c(s3)CCCC4)c2c1	2.7	3.9	200
CC(=O)N1CCc2cc(C(=O)CN3CCN(C(=O)c4ccco4)CC3)ccc21	-0.1	1.8	19
Cc1cccc(N2CCN(C(=O)c3ccc4c(c3)NC(=O)C(CSCc3cccc(F)c3)N4)CC2)c1C (centres undefined)	-2.5	1.8	10
Cc1[nH]nc2nc3c(c(OC(=O)c4ccccc4)c12)c(=O)n(C)c(=O)n3C	-0.1	0.2	24
CC1CCc2sc(C(=O)OC(C)C(=O)Nc3ncc(Cl)cc3Cl)cc2C1 (centres undefined)	-1.3	5.8	-23
O=C(Cc1cccs1)Nc1ccccc1-c1nc2ccccc2[nH]1	-0.9	0.4	7
CC(C)N(C(=S)NC1CCCCC1)c1ccccc1	3.1	2.5	1
COc1ccc(C(=O)Oc2ccc(C(=S)N3CCCC3)cc2)cc1OC	-0.4	1.0	1
COc1cccc(C2C(C(C)=O)=C(O)C(=O)N2CCNCCO)c1 (centres undefined)	-0.2	0.9	14
Cc1ccc2nc(NC(=O)C3CCCN(S(=O)(=O)c4cccc5nonc45)C3)sc2c1 (centres undefined)	4.0	5.8	-6
Cn1c(N)c(C(=O)COC(=O)c2ccc(S(=O)(=O)N3CCCCC3)cc2)c(=O)n(C)c1=O	1.5	1.1	-36
CCn1nc(C)c(/C=C2\CCCC3=C2OC(N)=C(C#N)C3c2c(C)nn(CC)c2C)c1C (centres undefined)	1.5	4.5	6
Cc1ccc2c(c1)SC1=NC(c3ccccc3)(C(F)(F)F)NC(=O)N12 (centres undefined)	2.5	1.6	-8
CCCc1nnc(NC(=O)c2c(O)c3cccc4c3n(c2=O)CC4)s1	0.0	3.8	0
CCN(CC)C(=O)c1sc(NC(=O)c2ccc(OC)c([N+](=O)[O-])c2)c(C#N)c1C	0.9	0.3	-10
COc1ccc(NC(=O)CCl)cn1	-1.6	1.9	2
CCNC(=S)N/N=C/c1sccc1C	2.6	-1.9	12
COC(=O)C1CCN(C(=O)COC(=O)Cn2cnnn2)CC1	-1.2	-0.8	583
CCc1ccc(S(=O)(=O)/N=C2\C=CC(=O)c3ccccc32)cc1	0.0	-0.6	20
O=c1[nH]c(=S)[nH]c2[nH]c(=S)[nH]c12	0.3	-2.2	-4
O=C(Cn1c(=O)oc2cccnc21)Nc1ccccc1Oc1ccc(Cl)cc1Cl	-0.1	0.9	-15
O=C(Nc1nnc(-c2ccccc2Cl)o1)c1ccc(S(=O)(=O)N2CCCCCC2)cc1	-4.9	-1.2	-20
CCOC(=O)CCCCC(=O)c1[nH]c(=O)[nH]c1C[n+]1ccccc1	2.0	2.1	-1
COc1ccc(S(=O)(=O)Nc2nc3ccccc3nc2Nc2ccc3c(c2)OCO3)cc1	-0.8	2.8	1
COCc1c(C(C)C)nc(C(C)C)c(/C=C/[C@@H](O)C[C@@H](O)CC(=O)O)c1-c1ccc(F)cc1	0.6	-2.1	66
N#Cc1ccc(Cl)cc1NC(=O)CSc1nc2nc(-c3cccs3)cc(C(F)(F)F)c2c(=O)[nH]1	-0.1	0.3	5
COc1ccccc1NS(=O)(=O)c1cc(NC(=O)C2CC2)ccc1N1CCOCC1	0.5	-0.2	-18
COC(=O)C/C=C/[C@@H](C)[C@@H](/C=N/O[C@@H](C)c1cn([C@H](CO)Cc2ccccc2)nn1)NS(=O)(=O)c1ccc(C)cc1	-0.2	-0.4	7
Cc1cc(C)nc(/N=C2\NC(=O)CC(C(=O)O)N2c2cccc(Cl)c2)n1 (centres undefined)	0.5	4.6	11
CC(C)N(C(=O)Cn1cnc2cc([N+](=O)[O-])ccc2c1=O)C(C)C	3.2	4.5	-4
COc1ccc(NC(=O)C(=O)N/N=C\c2ccc(CNC(=O)C(=O)Nc3ccc(C)c(C)c3)o2)c(OC)c1	0.5	1.1	1
O=S1(=O)C=C(Sc2nc3ccccc3s2)c2ccccc21	-0.8	0.1	9
Cc1cc(C)c(NC(=O)CN2CCC(NC(=O)NC3CCCCC3)CC2)c(C)c1	-2.4	-0.8	-8
O=C1c2ccccc2CN1CCSC(=S)N1CCSCC1	2.4	-0.7	3
Cc1ccc(Nc2nc(-c3sc(NC(=O)c4cccc(Cl)c4)nc3C)cs2)cc1	1.3	2.7	10
CNC(=O)COC(=O)c1ccc2c(c1)NC(=O)C1CCCN21 (centres undefined)	0.7	0.8	4
Oc1ccc(O)c2c1C1c3ccccc3C2c2ccccc21	2.1	4.6	6
CCCc1[nH]n(-c2ccc([N+](=O)[O-])cc2)c(=O)c1C=NCCN1CCNCC1	0.6	1.5	14

13 structures from above, sorted by number of heavy atoms, ascending.
SMILES	E coli growth	AddAB inh	SUMO Mot1 rescue
O=S1(=O)C=C(Sc2nc3ccccc3s2)c2ccccc21	-0.8	0.1	9
Oc1ccc(O)c2c1C1c3ccccc3C2c2ccccc21	2.1	4.6	6
CC(C)N(C(=O)Cn1cnc2cc([N+](=O)[O-])ccc2c1=O)C(C)C	3.2	4.5	-4
Cc1cc(C)nc(/N=C2\NC(=O)CC(C(=O)O)N2c2cccc(Cl)c2)n1 (centres undefined)	0.5	4.6	11
CCCc1[nH]n(-c2ccc([N+](=O)[O-])cc2)c(=O)c1C=NCCN1CCNCC1	0.6	1.5	14
Cc1ccc(Nc2nc(-c3sc(NC(=O)c4cccc(Cl)c4)nc3C)cs2)cc1	1.3	2.7	10
COc1ccccc1NS(=O)(=O)c1cc(NC(=O)C2CC2)ccc1N1CCOCC1	0.5	-0.2	-18
O=C(Nc1nnc(-c2ccccc2Cl)o1)c1ccc(S(=O)(=O)N2CCCCCC2)cc1	-4.9	-1.2	-20
COc1ccc(S(=O)(=O)Nc2nc3ccccc3nc2Nc2ccc3c(c2)OCO3)cc1	-0.8	2.8	1
COCc1c(C(C)C)nc(C(C)C)c(/C=C/[C@@H](O)C[C@@H](O)CC(=O)O)c1-c1ccc(F)cc1	0.6	-2.1	66
N#Cc1ccc(Cl)cc1NC(=O)CSc1nc2nc(-c3cccs3)cc(C(F)(F)F)c2c(=O)[nH]1	-0.1	0.3	5
COc1ccc(NC(=O)C(=O)N/N=C\c2ccc(CNC(=O)C(=O)Nc3ccc(C)c(C)c3)o2)c(OC)c1	0.5	1.1	1
COC(=O)C/C=C/[C@@H](C)[C@@H](/C=N/O[C@@H](C)c1cn([C@H](CO)Cc2ccccc2)nn1)NS(=O)(=O)c1ccc(C)cc1	-0.2	-0.4	7
